# beta cell repl = induces beta-cell replication in MIN6 cells; MIN6 cells proliferation, ATPlite luminescence, 48 h; cells starved in 0.2% serum; 100% = growth in 10% serum; proliferation, % at 10 µM; actives 0.29% (n = 330,000);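 active = compounds whose signal lies at least 3.5 SD above the mean of all wells on their plate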;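 also: 0% = DMSO-treated cells in low-serum medium and 100% = 10% serum control; some compounds called inactive have numbers as strong as hits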
# hIAP act = increases human intestinal alkaline phosphatase activity | activation factor at 10 µM | actives 0.16% (n = 330,000) | P09923 | purified human IAP, CDP-Star luminescence, 30 min; hits give high values; 1 = vehicle-only enzyme, 0 = enzyme-free background | AID 2524;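 active = activation factor of the enzyme at least 2-fold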; also: the source names both 10 and 20 µM as test concentration; values of inactives mirror those of a sister screen read the other way
# NALP3 yeast inh = NALP3 inhibition in yeast | Yeast reconstituted NLRP3/ASC/caspase-1, beta-gal luminescence, 24 h | inhibition, % at 10 µM | AID 2825 | actives 0.39% (n = 330,000);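 active = inhibition of 50% or more; inactive = inhibition below 50%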;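 also: plate controls were induced DMSO wells for no effect and uninduced yeast grown without galactose for full effect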
# APOBEC3G inh = blocks human APOBEC3G single-stranded DNA deamination; Q9HC16; actives 0.28% (n = 330,000); recombinant A3G, ssDNA deamination FAM/TAMRA fluorescence; AID 493012; inhibition, % at 20 µM;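 active = inhibition of at least 40% at 20 µM, with no more than 30% in the related APOBEC3A deaminase screen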;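 also: plate controls were DMSO wells with A3G for no effect and wells lacking A3G enzyme for full effect; some compounds called inactive have numbers as strong as hits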
# Target sequence (Q9HC16 whole entry, looked up): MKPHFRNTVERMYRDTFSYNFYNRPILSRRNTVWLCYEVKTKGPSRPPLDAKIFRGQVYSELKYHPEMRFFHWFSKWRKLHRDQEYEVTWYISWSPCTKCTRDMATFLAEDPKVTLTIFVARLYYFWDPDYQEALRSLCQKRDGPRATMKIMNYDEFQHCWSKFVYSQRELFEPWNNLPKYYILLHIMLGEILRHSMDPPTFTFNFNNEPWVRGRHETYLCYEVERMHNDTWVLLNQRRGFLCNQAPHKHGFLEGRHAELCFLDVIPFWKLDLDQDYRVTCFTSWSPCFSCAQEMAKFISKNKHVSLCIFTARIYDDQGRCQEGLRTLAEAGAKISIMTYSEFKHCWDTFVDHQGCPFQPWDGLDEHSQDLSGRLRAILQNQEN
# SENP1 inh = inhibitors of human SENP1 SUMO protease catalytic domain. Q9P0U3. recombinant SENP1 catalytic domain, CyPet-SUMO1-YPet FRET cleavage. inhibition, % at 10 µM. actives 0.21% (n = 360,000). AID 624204;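 active = inhibition at least 30% at 10 µM, raw YFP signal under a set limit, fluorescence ratio 0.5 to 1.5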;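 also: 0% = enzyme with DMSO and 100% = no enzyme wells; some results filed as inactive read as strong as hits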
# Target sequence (Q9P0U3 419-644 limits assumed): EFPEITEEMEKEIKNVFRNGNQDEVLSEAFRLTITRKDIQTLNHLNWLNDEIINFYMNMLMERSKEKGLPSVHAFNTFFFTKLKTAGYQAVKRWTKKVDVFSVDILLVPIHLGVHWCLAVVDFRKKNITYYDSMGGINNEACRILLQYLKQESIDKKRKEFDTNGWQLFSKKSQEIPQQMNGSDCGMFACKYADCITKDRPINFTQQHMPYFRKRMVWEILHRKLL
#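 Material: hSENP1 catalytic domain, recombinant; medium: Tris pH 8 with BME, BSA, NP40 and catalase; compound: single concentration of 10 µM compound, 0.5% DMSO final; technique: FRET read of cyan and yellow fluorescence; timing: 50 min enzyme reaction, room temperature, light-protected; reagent: SFCypet-SUMO1-SFYpet substrate at 25 nM; control set: no-enzyme low, enzyme-DMSO high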
# mIAP inh = mouse IAP inhibition; purified mouse IAP, CDP-Star luminescence, 30 min; inhibition, % at 10 µM; actives 0.2% (n = 330,000);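 active = inhibition of at least 40% at 10 µM in the primary screen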;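 also: plate controls were DMSO with enzyme for no effect and no enzyme wells for full effect; values of inactives mirror those of a sister screen read the other way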
# hIAP inh = human IAP inhibition; inhibition, % at 10 µM; purified IAP, CDP-Star luminescence, 30 min; actives 0.12% (n = 330,000);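 active = inhibition reaching a set limit with compound at 10 µM in the primary screen, cut at about 35% in these data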;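 also: plate controls were DMSO wells with enzyme for no effect and no-enzyme buffer wells for full effect; values of inactives mirror those of a sister screen read the other way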
# APOBEC3A inh = blocks human APOBEC3A ssDNA deamination. P31941. recombinant A3A, FAM/TAMRA ssDNA deamination fluorescence. inhibition, % at 20 µM. actives 0.41% (n = 330,000). AID 493011;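 active = at least 40% inhibition at 20 µM here, with at most 30% in a related deaminase screen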;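 also: plate controls were A3A with DMSO for no effect and wells lacking A3A enzyme for full effect; some results filed as inactive read as strong as hits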
# Target sequence (P31941 whole entry, looked up): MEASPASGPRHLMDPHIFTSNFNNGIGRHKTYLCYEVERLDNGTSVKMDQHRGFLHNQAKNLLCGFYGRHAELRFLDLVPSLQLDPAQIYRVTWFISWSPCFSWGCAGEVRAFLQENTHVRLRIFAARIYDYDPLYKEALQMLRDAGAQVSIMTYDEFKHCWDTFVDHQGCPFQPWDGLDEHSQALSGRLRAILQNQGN
# mIAP activ = mouse IAP activation. muIAP, CDP-Star luminescence, 30 min; hits give high values; 1 = vehicle-only enzyme signal, 0 = enzyme-free wells. activation factor at 10 µM. actives 0.24% (n = 330,000);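 active = activation factor of at least 2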; also: the source names both 10 and 20 µM as test concentration; values of inactives mirror those of a sister screen read the other way
#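 System: mouse IAP enzyme. Reagent: CDP-Star chemiluminescent phosphatase substrate. Benchmarks: DMSO wells, no-enzyme wells. Times: 30 min enzyme-substrate-compound incubation at room temperature. Detection: luminescence from enzymatic CDP-Star hydrolysis. Doses: test compounds delivered from DMSO solution.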
# * = called active by the depositor; nt = no result given.
No.	mol	hIAP inh	mIAP inh	mIAP activ	beta cell repl	APOBEC3A inh
1	CCC(CO)Oc1cc(NCc2ccc(C(C)(C)C)cc2)c2ncn(C(C)C)c2c1 (stereo not given)	-7	12	0.88	-6	-3
2	Cc1cc(C)n2c(SCc3nnc(-c4cccs4)o3)nnc2n1	4	11	0.89	2	1
3	COc1cc(CN2CCc3c([nH]c4ccccc34)C2)cc(OC)c1	-6	3	0.97	2	-6
4	CCCCn1c(=O)[nH]c(=O)c2c1nc(-c1ccc(OCCC)c(OCC)c1)n2C	8	-17	1.2	-6	-7
5	N#CCCn1c(SCC(=O)N2CCN(S(=O)(=O)c3ccccc3)CC2)nc2ccccc21	-3	2	0.98	-3	0
6	Cc1cc2ccccc2n1CCNC(=O)Cc1cccc2ccccc12	-14	-16	1.2	-5	-4
7	COC(=O)c1sccc1NC(=O)c1ccc(C(C)C)cc1	21	11	0.89	-4	2
8	Cc1oc(-c2cccs2)nc1CN1CCN(CCC(C)C)C(CCO)C1 (stereo not given)	22	10	0.9	-1	-2
9	CCOC(=O)C1=C(COC(=O)[C@H](C)NS(=O)(=O)c2ccccc2F)NC(=O)NC1C (stereo not given in full)	22	-4	1	4	1
10	O=C(O)c1cccc(COCC(F)(F)C(F)F)c1	-7	9	0.91	-2	0
11	CC1CCCN(CCCNC(=O)c2ccc(NC(=O)C3=CSCCO3)cc2)C1 (stereo not given)	17	6	0.94	-3	-4
12	COCC1CCCCN1Cc1cn[nH]c1-c1ccc2cc(OC)ccc2c1 (stereo not given)	21	5	0.95	-1	1

No.	SENP1 inh	APOBEC3G inh	hIAP act	NALP3 yeast inh
1	-6	-7	1.1	33
2	-1	4	0.96	4
3	-24	-11	1.1	13
4	0	10	0.92	1
5	1	-5	1	12
6	-36	-5	1.1	4
7	1	-2	0.79	31
8	-21	-2	0.79	9
9	0	-5	0.78	16
10	1	-4	1.1	20
11	-4	-4	0.83	3
12	0	-1	0.79	15

# (listing goes on)
No.	mol	hIAP inh	mIAP inh	mIAP activ	beta cell repl	APOBEC3A inh
13	CCOC(=O)[C@H]1[C@H]2COc3ccc(Br)cc3[C@@H]2N2C(=O)CN(Cc3ccc(F)cc3)C(=O)[C@@]12C	-8	8	0.92	-7	2
14	Cc1cccc[n+]1C1C(c2ccc([N+](=O)[O-])cc2)C(C#N)=C(C(=C=[N-])C#N)NC1(O)C1CC1 (stereo not given)	-2	10	0.9	1	-1
15	O=C(NC(=S)N(Cc1ccccc1)c1ccccn1)C1CCCCC1	7	5	0.95	-1	-4
16	CC1(C)Cc2nc3sc(C(=O)NCCCO)c(N)c3cc2CO1	-18	5	0.95	-1	-2
17	NC(=O)c1sc2nc(-c3cccnc3)ccc2c1N	14	1	0.99	-1	-5
18	Cc1ccc(NC(=O)CN2C(=O)CSC2=O)cc1	-12	-2	1	1	1
19	Cc1ccc(/C=C2\S/C(=N/S(=O)(=O)c3cccs3)NC2=O)cc1	1	-1	1	-2	-1
20	CC(C)CCNC(=O)CN(C(=O)Cn1nnc(-c2ccccc2F)n1)c1cccc2c1CCCC2	12	-70	1.7	-5	-1
21	COCCCNC(=S)N1CCN(c2ccccc2)CC1	-8	-2	1	-5	2
22	COc1ccc2oc(=O)c(C(=O)N3CCN(c4ccccc4)CC3)cc2c1	22	2	0.98	-2	-2
23	COCCNC(=O)C(c1ccc(F)cc1)N(Cc1ccccc1)C(=O)CCC(=O)Nc1nccs1 (stereo not given)	16	4	0.96	1	-4
24	O=C1c2ccccc2S(=O)(=O)N1CC1CC(c2ccccc2)=NO1 (stereo not given)	-14	8	0.92	-1	2

No.	SENP1 inh	APOBEC3G inh	hIAP act	NALP3 yeast inh
13	-2	0	1.1	3
14	-1	0	1	1
15	0	-2	0.93	-7
16	-9	-10	1.2	25
17	34	-4	0.86	8
18	-1	-2	1.1	10
19	1	-4	0.99	3
20	3	-5	0.88	6
21	-2	-4	1.1	32
22	-3	-2	0.79	16
23	4	-9	0.84	3
24	1	0	1.1	16

# The results go on.
No.	mol	hIAP inh	mIAP inh	mIAP activ	beta cell repl	APOBEC3A inh
25	COc1ccccc1C(=O)COC(=O)C(CCSC)NC(=O)COc1ccccc1 (stereo not given)	0	0	1	-3	-1
26	CCCCCCC(=O)Nc1nc(C)c(-c2csc(Nc3cc(OC)ccc3OC)n2)s1	-8	4	0.96	-7	3
27	COc1ccc(-c2nnc3n(CCc4ccccc4)c(=O)c4ccccc4n23)cc1OC	-63	12	0.88	0	0
28	COC(=O)c1ccsc1NC(=O)CSc1nnnn1-c1ccccc1SC	22	13	0.87	-2	2
29	Cc1cccc(NC(=O)c2ccco2)c1C(=O)O	0	0	1	1	0
30	CC(C)(C)C(=O)NC(=S)NNC(=O)c1ccc(-c2ccccc2)cc1	-41	-3	1	-6	-11
31	CC(=O)Nc1ccc(S(=O)(=O)NNC(=O)c2cccc([N+](=O)[O-])c2)cc1	-2	-2	1	-2	-5
32	COc1cc(/C=N\NC(=O)c2ccc(C)nc2)ccc1OC(=O)c1ccc2c(c1)OCO2	-1	-4	1	-2	-4
33	CN1CCN(C(=O)C23CC4CC(C)(CC(C)(C4)C2)C3)CC1	-7	-5	1.1	-2	-5
34	CC(C)OCCCNC(=O)Cc1ccc(F)cc1	6	0	0.99	-1	3
35	CCC(C)c1ccccc1N1CC(C(=O)Nc2cc(S(=O)(=O)N3CCOCC3)ccc2OC)CC1=O (stereo not given)	-20	-2	1	-1	-2
36	O=C(/C=C/c1cccc(Cl)c1)c1ccc([N+](=O)[O-])o1	-10	6	0.94	-7	3

No.	SENP1 inh	APOBEC3G inh	hIAP act	NALP3 yeast inh
25	0	-4	1	-2
26	-26	18	1.1	0
27	-1	-3	1.6	11
28	1	-4	0.78	15
29	0	-4	1	6
30	3	-8	1.4	44
31	2	-1	1	3
32	2	-5	1	4
33	-1	0	1.1	2
34	3	-2	0.94	9
35	0	-4	1.2	-15
36	-2	-12	1.1	43

# One compound at a time, from the list above. Screens in order: hIAP inh, mIAP inh, mIAP activ, beta cell repl, APOBEC3A inh, SENP1 inh, APOBEC3G inh, hIAP act, NALP3 yeast inh
# CN1CCN(C(=O)C23CC4CC(C)(CC(C)(C4)C2)C3)CC1 as listed: -7, -5, 1.1, -2, -5, -1, 0, 1.1, 2
# CCC(C)c1ccccc1N1CC(C(=O)Nc2cc(S(=O)(=O)N3CCOCC3)ccc2OC)CC1=O (stereo not given) as listed: -20, -2, 1, -1, -2, 0, -4, 1.2, -15
# CC(=O)Nc1ccc(S(=O)(=O)NNC(=O)c2cccc([N+](=O)[O-])c2)cc1 as listed: -2, -2, 1, -2, -5, 2, -1, 1, 3
# COc1ccccc1C(=O)COC(=O)C(CCSC)NC(=O)COc1ccccc1 (stereo not given) as listed: 0, 0, 1, -3, -1, 0, -4, 1, -2
# COc1cc(/C=N\NC(=O)c2ccc(C)nc2)ccc1OC(=O)c1ccc2c(c1)OCO2 as listed: -1, -4, 1, -2, -4, 2, -5, 1, 4

# The list continues:
No.	mol	hIAP inh	mIAP inh	mIAP activ	beta cell repl	APOBEC3A inh
37	CC(=O)Nc1c(O)nc(C)[nH]c1=O	5	1	0.99	-1	1
38	COc1ccc(-n2c(SCC#N)nnc2-c2ccc(NS(=O)(=O)c3ccc(C)cc3)cc2)cc1	-30	-8	1.1	-5	-5
39	O=C(CC(c1ccccc1)c1ccccc1)Nc1ccncc1	4	-11	1.1	-4	0
40	O=S(=O)(c1ccc(Cl)cc1)N1CCNCC1	5	2	0.98	4	-3
41	COCCSc1nnc(NC(=O)c2ccco2)s1	-6	-11	1.1	-3	-4
42	C=CCn1c(=O)/c(=C/c2cc(OC)c(OC)c(OC)c2)s/c1=C(/C#N)c1nc2ccccc2n1C	2	19	0.81	-1	1
43	O=c1c2[nH]c3ccc(F)cc3c2nc2n1CCCS2	5	4	0.96	6	0
44	Cc1ccc(-c2nnc(N(C)C(=O)c3cccnc3)s2)cc1	-3	4	0.96	-3	-3
45	O=C(NCc1ccc2c(c1)OCO2)C1CCN(Cc2cnn(-c3ccccc3)c2-n2cccc2)CC1	-35	-21	1.2	-1	-2
46	COc1ccc(/C=C2\Oc3cc(OC(=O)N4CCOCC4)ccc3C2=O)cc1	24	6	0.94	-3	1
47	O=C(O)/C=C/c1cn(-c2ccccc2)nc1-c1ccccc1	2	1	0.99	-4	-1
48	O=C(CSc1nnnn1C1CCCC1)N1CCN(C(=O)c2ccco2)CC1	-2	-4	1	-1	-7

No.	SENP1 inh	APOBEC3G inh	hIAP act	NALP3 yeast inh
37	nt	-3	0.95	12
38	2	-6	1.3	26
39	1	-5	0.96	4
40	0	-11	0.95	13
41	2	-6	1.1	18
42	31	-2	0.98	10
43	2	-1	0.95	29
44	4	-5	1	37
45	1	-4	1.4	11
46	-28	0	0.76	14
47	0	-1	0.98	9
48	1	-4	1	4

# Remaining list, next part:
No.	mol	hIAP inh	mIAP inh	mIAP activ	beta cell repl	APOBEC3A inh
49	COc1ccc(C(O)P(=O)(OCc2ccccc2)c2ccc(N(C)C)cc2)cc1 (stereo not given)	-4	-1	1	0	-2
50	Cc1[nH]c2ccccc2c1C(C[N+](=O)[O-])c1cccc(O)c1 (stereo not given)	-6	9	0.91	0	2
51	CC(C)(C)NC(=O)C[C@H]1C[C@H](C(=O)N2CCOCC2)[C@@]2(C)c3[nH]c4ccc(Cl)cc4c3CCN2C1=O	nt	-24	1.2	nt	-2
52	Cc1ccccc1CN1[C@@H](Cc2ccccc2)COCCS1(=O)=O	11	3	0.97	1	-1
53	O=C(CCn1c(=S)[nH]c2ccccc2c1=O)N1CCCCC1	-28	2	0.98	-2	-9
54	Cc1cc(C(=O)OCC(=O)NCc2ccccc2)c2ccccc2n1	-11	7	0.93	2	-4
55	O=C(CCCCCNC(=O)N1CCn2c1nc1ccccc12)NCc1ccc(Cl)cc1	-17	-8	1.1	3	-2
56	NC(=O)c1c(NC(=O)c2ccc(F)cc2Cl)sc2c1CCC2	16	3	0.97	-1	-1
57	Cc1ccccc1Nc1cc(=O)oc2ccccc12	3	-2	1	-3	-3
58	Cc1cccc(N2CCN(CC(O)COCc3cccs3)CC2)c1C (stereo not given)	-13	-8	1.1	-2	-4
59	COc1ccc(CN2C(=O)c3cccnc3C2=O)cc1S(=O)(=O)N1CCCC(C)C1 (stereo not given)	-10	3	0.97	-1	-1
60	CCN(CC)CCCN=C(C)C1=C(O)c2ccccc2C1=O	-3	-2	1	2	-3

No.	SENP1 inh	APOBEC3G inh	hIAP act	NALP3 yeast inh
49	2	-5	1	-3
50	-8	0	1.1	3
51	1	0	nt	nt
52	5	-2	0.89	1
53	2	-4	1.3	12
54	3	-10	1.1	14
55	1	-5	1.2	9
56	-6	-11	0.84	21
57	-1	-5	0.97	9
58	0	-5	1.1	14
59	2	-2	1.1	11
60	2	-11	1	14

# Not all compounds are listed (hit frequency here may not be typical).
